# Bioassay records (PubChem)
# V-ATPase pHluor – alters yeast V-ATPase proton transport | S. cerevisiae, pHLuorin cytosolic pH fluorescence | response, % at 10 µM | actives 0.37% (n = 350,000); in the data active means response mostly above about 7.3%, no sharp cut-off; inactive means mostly below about 5.4%; further: actives read high; inactives centre near 0; some compounds called inactive have numbers as strong as hits; reference of the scale not given here
# PvdQ acylase – blocks Pseudomonas aeruginosa PvdQ acylase activity. purified PvdQ acylase, fluorescence plate reader. inhibition, % at 10 µM. actives 0.063% (n = 340,000); in the data active means inhibition above about 30%, passing the limit was not always enough; inconclusive means no clear call, values can overlap the other calls;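 further: 0% = vehicle neutral wells and 100% = reference inhibitor wells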
# Wnt bcat act – activates Wnt/beta-catenin signaling in a reporter cell assay. AID 743398. actives 1.2% (n = 300,000). activation, % at 9.35 µM. activator, plate reader; in the data active means activation above about 30%, passing the limit was not always enough; inconclusive means no clear call, values can overlap the other calls;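 further: 0% = neutral control wells and 100% = positive control wells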
# MITF act – activators of MITF-driven TRPM1 promoter activity in SK-MEL-5 cells. SK-MEL-5 TRPM1-promoter luciferase, 24 h; % of positive control, neutral wells = 0. activation, % at 12.5 µM. actives 0.75% (n = 300,000);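 active means mean activation of at least 80% with every replicate also reaching 80%; inconclusive means mean reaches 80% but some replicate falls short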;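 further: 0% = neutral control wells and 100% = parthenolide positive control wells; values of inactives mirror those of a sister screen read the other way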
# CDK5 p35 inh – blocks human CDK5/p35 kinase activity; Q00535+Q15078; Recombinant CDK5/p35, ADP-Glo luminescence, 60 min; inhibition, % at 10 µM; actives 0.01% (n = 330,000);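 active means highest replicate inhibition of at least 50% and at least 75% of replicates reaching 50%; inconclusive means only one of the two criteria met; inactive means both criteria failed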;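 further: plate controls were DMSO neutral control for no effect and GW8510 at 10 µM for full effect; many of its hits are not listed in these tables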
# NSD2 HMT inh – NSD2 (human) methyltransferase inhibition. O96028. NSD2 peptide methylation, AlphaScreen, 120 min. inhibition, % at 12.5 µM. actives 0.54% (n = 310,000); in the data active means inhibition above about 50%
# HTR5A ag ctr – counter-screen for OPRM1-OPRD1 agonists: human HTR5A agonism; P47898; HTR5A agonist assay, luminescence, cell-based; activation, % at 9.3 µM; actives 0.61% (n = 340,000); in the data active means activation mostly above about 9.5%, no sharp cut-off; inactive means mostly below about 7.6%;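 further: 0% = cells with vehicle only and 100% = reference agonist; strong numbers were not always called active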
# SR-BI DiI inh – inhibitors of mouse SR-BI mediated HDL lipid uptake; Q61009; ldlA[mSR-BI] CHO cells, DiI-HDL uptake fluorescence, 3 h; AID 488896; inhibition, % at 12.5 µM; actives 0.96% (n = 320,000);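 active means mean replicate inhibition of at least 70% and a set share of replicates each scoring 70 or more; inconclusive means meets just one of the two criteria; inactive means fails both criteria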;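 further: 0% = median of neutral control wells and 100% = median of positive control wells; values of inactives mirror those of a sister screen read the other way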
# Target sequence (Q61009 whole entry, looked up): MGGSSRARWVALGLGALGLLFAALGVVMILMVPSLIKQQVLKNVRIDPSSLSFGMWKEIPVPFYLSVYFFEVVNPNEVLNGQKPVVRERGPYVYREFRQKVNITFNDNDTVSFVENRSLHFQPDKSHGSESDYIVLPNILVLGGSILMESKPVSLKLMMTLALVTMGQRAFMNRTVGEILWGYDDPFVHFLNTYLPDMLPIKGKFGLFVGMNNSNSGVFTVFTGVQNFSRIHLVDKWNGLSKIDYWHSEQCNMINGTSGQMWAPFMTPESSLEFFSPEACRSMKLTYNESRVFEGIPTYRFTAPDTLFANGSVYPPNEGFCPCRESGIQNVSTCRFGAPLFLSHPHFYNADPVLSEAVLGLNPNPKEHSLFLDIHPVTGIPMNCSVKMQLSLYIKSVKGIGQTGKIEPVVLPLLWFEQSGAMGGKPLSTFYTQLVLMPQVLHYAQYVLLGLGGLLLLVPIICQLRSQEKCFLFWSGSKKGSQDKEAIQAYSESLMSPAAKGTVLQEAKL
# dFosB activator – mouse delta FosB homodimer activation | actives 0.99% (n = 340,000) | activation, % at 25 µM | AID 493131 | P13346 | purified delta FosB, TAMRA-CDK5 oligo fluorescence polarization; percent of positive-control signal above neutral wells;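 active means mean activation above about 17%, with every replicate also reaching it, limit read from the data, passing the limit was not always enough; inconclusive means only one of the two conditions met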;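 further: fluorescence polarization rise as delta FosB binds a TAMRA Cdk5 AP-1 oligo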
# Target sequence (P13346 whole entry, looked up): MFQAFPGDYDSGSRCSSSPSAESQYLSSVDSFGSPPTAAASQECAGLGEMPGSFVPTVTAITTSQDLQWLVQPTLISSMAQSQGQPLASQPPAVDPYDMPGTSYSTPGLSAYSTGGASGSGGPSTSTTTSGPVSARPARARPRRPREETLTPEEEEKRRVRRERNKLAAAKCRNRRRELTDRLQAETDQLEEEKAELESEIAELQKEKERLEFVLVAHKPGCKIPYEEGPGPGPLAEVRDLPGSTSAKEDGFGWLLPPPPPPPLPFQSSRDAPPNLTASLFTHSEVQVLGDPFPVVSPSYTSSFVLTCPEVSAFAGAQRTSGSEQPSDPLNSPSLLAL
# HTR5A inv ctr – HTR5A inverse agonism, opioid heterodimer counter-screen; P47898; HTR5A cell line, luminescence; inhibition, % at 9.3 µM; actives 0.083% (n = 340,000); AID 504634; in the data active means inhibition mostly above about 23%, no sharp cut-off; inactive means mostly below about 18%;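 further: 0% = cells with DMSO and 100% = no-cell wells with DMSO; some compounds called inactive have numbers as strong as hits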
# * hit, by the source's call; ? = inconclusive; / = no result given.
SMILES,V-ATPase pHluor,PvdQ acylase,Wnt bcat act,MITF act,CDK5 p35 inh,NSD2 HMT inh,HTR5A ag ctr,SR-BI DiI inh,dFosB activator,HTR5A inv ctr
CCCCN1C[C@H](Cc2ccccc2)[C@@H](CC(=O)NCc2ccc(OC)cc2)C1=O,-3,7,-3,-3,3.7,/,4,-7,-2,8
O=C(O)CCc1ccc(-c2ccccc2)n1CC(=O)O,-2,-3,-3,-8,-2.6,1,1,-17,1,4
Cc1ccc(NC(=S)NCc2cccnc2)cc1,4,-3,/,9,-1.0,0,-3,9,-2,9
O=C(O)C1C2C=CC(C2)C1C(=O)NCCCN1CCOCC1 (centres undefined),0,-12,/,-4,0.3,-2,-1,0,-1,2
CC(C)(C)n1ncc2c(=O)n(CC(=O)Nc3ccccc3)cnc21,7,-9,/,11,0.0,0,6,-7,4,-18
CC(=O)c1cccc(Nc2nc(-c3ccccc3)cs2)c1,1,7,21,130*,0.0,-3,0,75*,-6,1
Cc1cc(C)c2c(-n3cccc3)c(C(=O)NNS(=O)(=O)c3ccccc3)sc2n1,-2,9,-6,/,-1.7,/,-1,8,-11,-7
COc1cc2cc(CN(CCc3ccccc3C)C(=S)NCCCN(C)C)c(=O)[nH]c2cc1OC,3,-2,/,-11,-2.3,7,8,-24,6,-27
Cc1cc([N+](=O)[O-])cc2c1NC(=O)C2(O)N1CCCC(C)C1 (centres undefined),-1,-8,2,-4,1.2,19,-2,9,3,8
CN(C)C(=O)/C(=C/c1ccc(-c2cccc([N+](=O)[O-])c2)o1)NC(=O)c1ccccc1,-2,-11,-1,/,1.3,5,0,12,-6,1
CCN(CC)CCCNC(=O)CNC(=O)c1nn(-c2ccc(OC)cc2)c(=O)c2ccccc12,3,-3,0,2,0.3,6,3,6,-4,-8
OCC(CO)(CO)NC(=S)Nc1cc(Cl)cc(Cl)c1,-10,-15,-4,/,1.1,-8,-2,/,-8,-4
Nc1cc(C(=O)N/N=C/c2cccc([N+](=O)[O-])c2)n[nH]c1=O,6,-2,5,4,-8.8,-1,2,35,18*,-5
CC(C)CC(=O)Nc1ccccc1N1CCCC1,-7,-13,/,-1,-0.9,2,4,/,-4,-17
CC1CCCN(C(=O)c2cc3c(-c4ccc(Cl)cc4)nn(C)c3s2)C1 (centres undefined),0,-11,-3,-7,-3.8,/,5,20,-16,-14
COc1ncccc1-c1nnn(-c2ccc(Cl)c(Cl)c2)n1,-2,16,39*,102*,-3.3,/,-2,-49,3,-20
CC(=O)N1CCN(c2ccc(NCc3cccc4ccccc34)cc2)CC1,-1,-2,-2,-7,0.9,16,-2,45,-3,6
COc1ccccc1CC(=O)Nc1ccc2c(c1)CCC2,-4,-2,2,9,-0.9,0,-1,3,2,4
O=C(O)/C=C/C(=O)N1CCN(C(=O)/C=C/C(=O)O)CC1,-1,-1,-2,-9,0.3,0,-3,-14,-4,-7
O=C(c1cc(-c2ccc(F)cc2)nc2ccccc12)N1CCC1,1,-16,-5,5,-2.4,-1,1,47,-5,-3

# Next part (2 carried over from the part before).
SMILES,V-ATPase pHluor,PvdQ acylase,Wnt bcat act,MITF act,CDK5 p35 inh,NSD2 HMT inh,HTR5A ag ctr,SR-BI DiI inh,dFosB activator,HTR5A inv ctr
O=C(O)/C=C/C(=O)N1CCN(C(=O)/C=C/C(=O)O)CC1,-1,-1,-2,-9,0.3,0,-3,-14,-4,-7
O=C(c1cc(-c2ccc(F)cc2)nc2ccccc12)N1CCC1,1,-16,-5,5,-2.4,-1,1,47,-5,-3
CCC(=O)N1CCc2cc(S(=O)(=O)N3CCc4ccccc43)ccc21,1,-5,/,-19,-0.6,-5,0,16,3,-3
COC(=O)c1cc(=O)n(Cc2ccc(OC)c(OC)c2)c(=Nc2ccc(F)cc2)s1,0,-9,-2,-14,1.1,/,1,50,4,-4
CC1CCCC(C)N1/N=C/c1ccccc1F (centres undefined),-1,-5,-1,-10,0.7,3,-1,-1,-5,4
O=C(CNC(=O)c1ccco1)OCN1C(=O)c2ccccc2C1=O,1,-9,/,6,-1.0,0,-1,-6,0,-25
COc1cc(C(C)=O)ccc1OCC(O)CN1CCN(c2ccccc2)CC1 (centres undefined),1,-18,2,8,0.3,-3,5,-14,-9,-14
COc1cc(CC(=O)Nc2ccc(N3CCOCC3)cc2)cc(OC)c1OC,1,-4,-2,-11,-6.7,-2,-1,1,4,3
COc1cccc(C2=NN(C(=O)CCCC(=O)O)C(c3cccs3)C2)c1 (centres undefined),-1,-3,5,-8,0.2,-2,4,-21,-1,-11
CCOc1ccc(/C=C/C(=O)c2ccccc2)cc1,1,12,?,?,5.5,-1,-3,-2,-1,12
CCC(CC)C(=O)Nc1nnc(S(=O)(=O)N2CCCCCC2)s1,-3,-15,-3,4,-0.5,/,-7,1,-8,17
CCOC(=O)c1cccc(NC(=O)Cn2cnc3c2c(=O)n(C)c(=O)n3C)c1,5,-14,/,-11,2.4,2,/,1,0,/
CCCC(=O)Nc1ccc2c(c1)nc(CN1CCN(C(C)=O)CC1)n2C,-2,-6,/,8,-0.9,-3,0,5,5,0
CCOC(=O)/C(=C\c1ccccc1)NC(=O)c1ccccc1,-2,12,2,12,0.0,0,6,-24,-15,-7
CCOC(=O)c1ccc(NC(=S)NCCC2=CCCCC2)cc1,0,-9,/,0,2.6,1,1,-9,-4,2
COc1ccc(/C=N/NC(=O)c2ccccc2O)cc1CSc1ccccn1,0,-9,-1,6,2.4,1,-4,-30,-10,18
COc1ccc(C(=O)NCCCNC(=O)c2cnccn2)cc1Br,-1,-8,1,-11,0.5,4,1,/,-8,-6
CC(C)C(C)NC(=O)CN1C(=O)NC2(CCCCCC2)C1=O (centres undefined),-2,-18,0,-10,2.8,0,4,2,-1,-12
O=C1N(c2ccccc2)C2CS(=O)(=O)CC2N1c1ccc(Br)cc1 (centres undefined),-2,1,/,0,-0.9,4,3,-18,6,-9
Cc1cc(C(C)(C)C)cc(C)c1S(=O)(=O)N1CCN(C(=O)c2cc([N+](=O)[O-])c[nH]c2=O)CC1,-1,-8,-1,-8,-1.7,10,2,18,-4,-22
CCOC(=O)c1ccc2c(c1)N(CC#N)C(=O)C(C)(C)O2,2,-5,0,10,0.2,-4,1,-12,-7,-20
Cc1ccccc1/C=C1\Oc2ccccc2C1=O,7,-9,0,10,-1.1,/,6,4,-15,-24
O=[N+]([O-])c1cc([N+](=O)[O-])c(Oc2ccc(Br)cc2Br)cc1NN1CCCCC1,1,-6,-3,-4,-2.8,/,6,27,6,-15
O=C(CN1C2=NCCCN2c2ccccc21)c1cccs1,-4,5,/,-9,-0.3,1,5,-3,-9,-14
COc1cc2c(cc1NC(=O)c1cccnc1)CCCC2,-8,-15,0,16,-2.5,23,1,68,-9,-14
N#Cc1ccc(Cn2c(-c3ccc(F)cc3)noc2=O)cc1,4,-16,-1,/,0.8,-3,-1,7,-2,2
Cc1cc(NC(=O)c2ocnc2C)no1,11,10,/,-8,2.4,-2,1,-21,-3,-4
COc1cccc(C(=O)N2CCOCC2)c1,-2,-9,-19,-6,-0.1,3,2,-2,-13,-6
O=C(CN1c2cccc3cccc(c23)S1(=O)=O)NC1CCCCC1,3,-10,0,-3,-1.8,0,0,6,-7,1
N#CCCN(Cc1ccccc1)C(=S)NC(=O)c1ccccc1,2,0,30,3,2.7,7,1,-9,0,-42
COc1cc(/C=C/CO)cc(OC)c1OC/C=C(\C)CCC=C(C)C,1,-7,0,23,-0.9,/,-2,44,3,-3
O=C(CSc1n[nH]c(-c2ccccc2O)n1)NC1CCCCC1,1,0,-4,-10,0.0,/,-3,/,1,9
CC1=NOC(=O)/C1=C/c1ccc(O)c(Cl)c1,-1,1,-2,-7,-0.1,8,-2,-9,3,6
COc1ccc(OC)c(-c2csc(N(CC3CCCO3)C(=O)Cc3ccccc3)n2)c1 (centres undefined),-1,-1,4,7,0.1,1,-1,39,-7,2
CC1=NN(C(=O)CSCc2ccccc2)C(O)(c2ccc(Cl)cc2)C1 (centres undefined),-3,-5,-1,-1,-0.3,1,6,-20,-16,-11
Cc1ccc(/C=N/N2CCN(C3c4ccccc4-c4ccccc43)CC2)s1,2,1,-2,3,1.9,0,1,16,1,-14
COc1ccc([C@H]2CC(=O)c3c(O)cc(O)cc3O2)cc1O,2,-12,29,/,-0.4,-2,-4,-8,-8,-1
O=C(COc1ccc(Cl)cc1[N+](=O)[O-])N/N=C/c1cccs1,2,7,-2,-2,-0.4,3,8,-18,-5,14
CC(/C=N/NC(=O)CN1CCN(Cc2ccc(Cl)cc2)CC1)=C\c1ccco1,0,4,/,0,-1.9,5,5,-7,-3,-24
CCOC(=O)N1CCN=C1SCc1ccc(Cl)c(Cl)c1,4,0,6,0,1.3,6,3,1,-7,22
CC(OC(=O)c1ccc(-n2cnnn2)cc1)C(=O)N(C)c1ccccc1 (centres undefined),-1,14,-3,13,0.5,0,0,-21,-8,0
O=C(CCC(=O)N1CCOc2ccccc21)NCCc1ccccc1,-2,-11,-3,6,-0.8,/,7,-34,-1,-21
CC(C)OC(=O)c1cccnc1SCc1cc(=O)n2ccccc2n1,-2,-7,/,3,-0.7,-8,0,-19,-16,-21
NC(=O)C1CCN(c2nc(-c3ccc(F)cc3)cs2)CC1,6,-8,2,7,0.4,/,3,4,0,-12
CC(C)=CCN1CCN(Cc2cn(C(C)C)c3ccccc23)CC1CCO (centres undefined),4,-13,-1,-5,0.8,5,-2,3,-5,7
Oc1ccc(-c2c(-c3ccsc3)sc3ccccc23)cc1,-2,-4,-1,0,-0.4,/,0,24,-2,7
C[C@H]1CC[C@]2(O[C@@H](CCO)C[C@@H](O)[C@@H]2O)O1,-2,10,3,6,2.5,/,4,-15,1,-23
CC(C#Cc1c([C@@H](C)Oc2ccccc2)nnn1Cc1ccccc1)Oc1ccccc1 (some centres undefined),-1,-12,-3,13,1.4,/,-4,-8,-6,-15
FC(F)(F)c1cc(Cl)c2nnc(C(F)(F)Cl)n2c1,-2,-2,-1,-6,1.7,-2,0,4,-3,0
COc1ccc(NC(=O)CN2C(=O)CSC(C)C2=O)c(OC)c1 (centres undefined),0,-15,/,6,0.6,-1,3,-29,6,-8
OC(Cc1ccncc1)c1ccccc1Cl (centres undefined),5,-13,-4,4,0.5,1,4,-38,-1,-15
Nc1nc[nH]c(=O)c1N=Cc1ccccc1,-1,-4,3,4,0.0,2,6,-12,-8,-15
N=c1c(S(=O)(=O)c2ccccc2)cc2c(=O)n3ccccc3nc2n1C1CCCCC1,1,-8,-3,-13,0.4,2,-3,3,-16,10
Cn1nccc1C(=O)N1CCc2c([nH]c3ccccc23)C1c1ccc(F)cc1 (centres undefined),5,11,-2,-23,1.7,8,-1,18,1,3
CCOc1ccc(NC(=O)CN2C(=O)COc3ccc(Cl)cc32)cc1,-1,-9,-1,/,1.0,/,-1,18,2,3
COc1cc(C)c(NC(=O)C2CCN(S(=O)(=O)c3cccs3)CC2)cc1OC,-5,9,4,0,1.7,0,4,-8,-3,-10
Cc1nn(CCO)c2nc(-c3cccs3)cc(C(F)(F)F)c12,-1,4,-1,-12,-1.0,-1,4,7,-13,-10
CC(C)NC(=O)CSc1nnc(C2CC2)n1-c1ccccc1,2,-15,/,-1,-0.4,1,0,21,-6,5
